# PGC1a acetyl inh: inhibitors of PGC1a acetylation signal, primary screen, cell-based, U2OS, AlphaScreen, inhibitor mode | AlphaScreen anti-acetyl-lysine; with virally co-expressed GCN5 acetyltransferase | AID 651687, 2012 | inhibition, % at 15.6 µM | 350,000 tested, 0.17% active;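 active = every replicate shows inhibition of at least 40%; inconclusive = mean inhibition at least 40% but some replicate below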;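 also: 0% = neutral control wells and 100% = positive control wells; some results beyond the cut were filed as inactive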
# Cneo AK release: Cryptococcus neoformans cell lysis inducers, primary screen, AK release luminescence, single concentration; C. neoformans lysis, adenylate kinase release luminescence, 4 h; normalised: neutral wells 0, clomiphene wells 100; lysis activity, % at 15 µM; 360,000 tested, 0.2% active; AID 651654, 2012;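 active = mean lysis activity across replicates of at least 80%, whatever share of replicates individually reach that level; inactive = mean lysis activity below 80%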
#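 Assay system: log-phase C. neoformans yeast / Quantity: yeast cell density of 5 × 10^6 cells/mL / Medium: fresh YPD growth medium / Compound: single dose / Timing: static 4 h at 37 °C with compound, 1 h detection / Measured by: adenylate kinase release luminescence / Read-out: lysis from increased AK signal / Benchmarks: Clomiphene as positive lysis control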
# miR122 inh: miR-122 Renilla sensor signal increase in Huh7, primary screen, miR-122 inhibitor project, cell-based, single point, plate reader | Huh7 miR-122 Renilla luciferase sensor, 48 h; neutral wells = 0, positive control = 100 | activation (reporter increase), % at 12.5 µM | 340,000 tested, 0.3% active;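 active = mean replicate activation score at least 90 and every replicate individually at or above 90; inconclusive = only one of the two criteria met; inactive = neither criterion met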;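 also: higher luciferase means less miR-122 activity so hits act as miR-122 inhibitors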
# PglD inh: C. jejuni PglD acetyltransferase inhibitors, primary screen, biochemical, DTNB colorimetric, single point | purified PglD enzyme, DTNB colorimetric CoA detection | 360,000 tested, 0.098% active | AID 602405, 2012 | inhibition, % at 12.5 µM | UDP-N-acetylbacillosamine N-acetyltransferase PglD (Campylobacter jejuni); in the data active = inhibition above about 16%, passing the limit was not always enough; inconclusive = no clear call, values can overlap the other calls; also: strong numbers were not always called active
# C2C12 statin: suppressors of statin myotoxicity in C2C12 myotubes, primary screen, cell-based, single point, plate reader | 330,000 tested, 0.78% active | rescue of ATP level, % at 7.49 µM | C2C12 myotubes + simvastatin, ATP luminescence, 48 h; scaled: DMSO 0, geranylgeraniol control 100 | AID 602340, 2012;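 active = mean ATP rescue above about 67%, or every replicate alone reaching that limit, limit read from the data, passing the limit was not always enough; inconclusive = no clear call, values can overlap the other calls; inactive = mean under the limit and some replicate under it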;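 also: myotubes were challenged with 10 µM simvastatin during compound exposure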
# GSIS activator: GLuc luminescence reporter in INS-1E cells, primary screen for activators of glucose-dependent secretion of insulin | activation, % at 16.6 µM | INS-1E GLuc reporter insulin secretion, 2-3 h | AID 743287, 2014 | 370,000 tested, 0.61% active;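 active = lowest replicate activation of at least 40%, so every replicate reaches that level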;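 also: 0% = median of neutral control wells and 100% = median of IBMX positive control wells; some compounds called inactive have numbers as strong as hits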
# FN deposition inh: inhibitors of fibronectin matrix deposition, primary screen, AH1F cells, Alexa488-fibronectin fluorescence, plate reader; AH1F fibroblasts, overnight; inhibition, % at 12.6 µM; 350,000 tested, 0.086% active;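 active = mean inhibition across replicates of 30% or more, regardless of how many single replicates reach that level; inconclusive = mean under 30% yet at least half of replicates reach 30%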;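 also: positive control wells lacked labelled fibronectin entirely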
#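 Material: AH1F fibroblast monolayer depositing Alexa488-labelled fibronectin into matrix / Amount: 10000 AH1F cells per well / Signal: fluorescence 485/525 nm / Medium: DMEM, 2% serum / Compound: single dose, pinned / Incubation: 1 h cell adhesion before compound, then overnight fibronectin incubation / Reagent: Alexa488-FN, 24 nM final / Read-out: inhibition of fibronectin deposition signal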
# CFTR F508del cor: F508del CFTR correction, initial screen, CFBE line, single point. CFBE cells, YFP halide quenching; stimulated with forskolin plus potentiator P3; % fluorescence drop versus neutral controls. activity (quench increase), % at 7.58 µM. AID 720511, 2013. 350,000 tested, 0.36% active;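 active = mean added fluorescence quench of at least 8% versus neutral control, with both replicates also reaching 8%; inconclusive = only one of the mean or replicate conditions met; inactive = mean below 8% and not both replicates reaching 8%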;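 also: cells transiently co-express mutant CFTR-F508del with the halide-sensitive YFP; corrector assay measuring rescue of mutant channel to the surface after 24 h compound exposure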
# Active calls of the source: *; ? = inconclusive; · = no result given; [ ] = another dose, or the depositor's remark.
molecule	C2C12 statin	PGC1a acetyl inh	miR122 inh	PglD inh	Cneo AK release	FN deposition inh	CFTR F508del cor	GSIS activator
CCC(C)NC(=O)Cn1nc(C(F)(F)F)c2c1CCC2 (stereo unspecified)	-3	·	2	0	-1	·	-2.0	1
NC(=O)c1ccc(NC(=O)CNc2cc(S(=O)(=O)N3CCOCC3)ccc2N2CCCC2)cc1	1	6	10	3	-1	2	1.0	1
COc1ccc(N2CCN(c3ccc(NC(=O)NN)cc3)CC2)cc1	6	8	-2	0	-1	-1	2.0	11
O=C(NCc1ccccc1)[C@@H]1[C@@H](CO)[C@@H]2Cn3c(cccc3=O)[C@H]1N2Cc1cccnc1	-3	-5	1[16.7 µM]	-1	-2	·	0.7	-1
O=C(NC1CCCC1)C1c2ccccc2C(=O)N1C1CCCCC1 (stereo unspecified)	9	0	-3	0	-2	10	·	15
CCN1CCc2c(sc(NC(=O)c3cc4ccccc4cc3OC)c2C(N)=O)C1	·	2	-14	-2	0	·	-3.7	-2
CC(C)NC(=O)CC1(C(=O)NCc2ccc(Cl)cc2)CCCC1	5	·	-1	4	4	·	-1.4	12
Cc1ccccc1OCCNC(=O)c1ccccc1Sc1ccccc1C#N	1	1	-3	4	1	·	·	·
c1ccc(NC2=NCCN2CCC2CCCC2)cc1	1	-9	-1	-3	6	-5	-2.5	6
COc1ccc(OC)c(NP2(=O)OCC(C)([N+](=O)[O-])CO2)c1 (stereo unspecified)	·	5	-5	·	·	-9	1.7	·
CCCN1C[C@@H](C)[C@@H](OC)CN(C)C(=O)c2cc(NC(=O)C3CCOCC3)ccc2OC[C@H]1C	-3	7	-10[16.7 µM]	-4	-2	2	-1.3	44
CC(C)C(C(=O)NCc1ccccc1)N(CC1CCCO1)C(=O)CNS(=O)(=O)c1ccccc1 (stereo unspecified)	-6	5	3	-4	0	2	1.0	0
COc1ccc(-c2c[nH]c(=O)[nH]c2=O)cc1OC	4	-2	-1	3	1	-9	-1.4	3
Cc1nnc(SC(C)C(=O)NC2CCCCC2C)s1 (stereo unspecified)	12	-2	-3	-3	2	-3	-1.4	13
COC(=O)c1ccccc1NC(=O)C1COc2ccccc2O1 (stereo unspecified)	-1	-20	-1	-2	0	·	·	·
O=C(CSc1nnc(SCC(=O)c2ccco2)s1)c1ccco1	·	0	-3	2	0	·	·	·
Cc1c(C(N)=O)sc2ncn(CC(=O)N3CCC(C)CC3)c(=O)c12	10	9	-3	-3	-1	5	·	3
COc1ccc(CCNC(=O)c2cc3sccc3n2C)cc1OC	35	-17	-6	0	0	·	-1.6	27
COc1ccc(NC(=O)c2cc(C3CCCCN3C(=O)OCC(C)C)on2)c(C)c1 (stereo unspecified)	-13	-1	-5	5	-1	-5	3.0	-6
CSc1cccc2sc(NC(=O)C3=COCCO3)nc12	1	·	-3	-7	5	16	0.0	-2
COc1cccc(NC(=O)N2CC(=O)N3[C@H](CO)[C@H](c4ccc(C5=CCCC5)cc4)[C@@H]3C2)c1	·	3	·	·	·	1	1.2	4
C=CCSc1n[nH]c(-c2cccs2)n1	2	-4	·	-4	0	-3	-0.1	33
CC1CCc2cc(F)ccc2N1C(=O)CN1C(=O)c2ccccc2C1=O (stereo unspecified)	7	-7	-3	-1	-1	8	·	9
CC(=O)Nc1ccc(S(=O)(=O)N[C@@H](C)C(=O)OCC(=O)Nc2ccc3c(c2)OCCO3)cc1	-4	-11	-2	2	-1	0	0.6	28
COc1ccc(-c2nc(C#N)c(NCC3CCCO3)o2)cc1 (stereo unspecified)	3	·	4	4	1	·	·	·
COc1ccc(OCc2cc(C(=O)N3CCC(OC)CC3)no2)c2ccccc12	-2	·	5	-4	3	-5	0.5	-15
CC(=O)N1[C@@H]2c3ccc(C4=CCCC4)c(=O)n3C[C@H]1[C@H](CO)[C@H]2C(=O)N[C@H](C)c1ccccc1	-1	·	3[16.7 µM]	2	-7	·	-1.0	21
COC1=CC(=O)OC(c2ccc(OC)cc2)C1 (stereo unspecified)	-3	6	·	1	1	12	-2.8	34
C[C@@H]1CN([C@H](C)CO)S(=O)(=O)c2ccc(C3=CCCC3)cc2O[C@H]1CN(C)CC1CCCC1	-162	-2	46[16.7 µM]	4	19	-9	-4.9	-13
CC(=O)Cc1nsc(NC(=O)c2cccc(F)c2)n1	-5	?	-20	·	·	-8	1.8	-6
Fc1ccc(NC(=S)N2CCc3[nH]c4ccccc4c3C2)cc1	1	-6	30	-1	-6	4	-2.6	-35
Cc1ccc(C(=O)NNC2=Nc3cc([N+](=O)[O-])ccc3OC2)cc1	-27	-7	-1	1	0	8	-0.7	2
CC1Cc2ccccc2N1S(=O)(=O)c1cnc(Cl)c(Br)c1 (stereo unspecified)	·	-2	·	-2	2	-7	0.0	-12
Cc1cc(Cl)ccc1NC(=O)CCC(=O)N/N=C/c1cccnc1	5	1	·	-5	-1	-9	1.0	-2
O=C(CNC(=O)Cc1ccccc1)NCC(=O)OCc1ccccc1	4	-1	2	-2	0	·	·	3
Cc1ccc(C)c(S(=O)(=O)Nc2cc(C)on2)c1	0	·	·	0	0	-1	0.3	8
O=C(/C=C/c1ccc(Br)cc1)NC1CCCCCC1	13	-11	2	-3	17	2	·	·
CO[C@H]1CN(C)C(=O)c2ccc(NS(C)(=O)=O)cc2OC[C@@H](C)N(Cc2cncnc2)C[C@@H]1C	3	-12	-3[16.7 µM]	5	0	5	-1.4	-6
C/C=C/c1ccc([C@H]2[C@@H](CO)N3CCCCN(C)C[C@H]23)cc1	7	-5	2[16.7 µM]	3	1	·	0.9	23
COc1cc(S(=O)(=O)Nc2ccncc2)ccc1F	·	-7	·	·	·	-7	1.2	1

# Compounds from the list above that contain an NH in an aromatic ring (3):
molecule	C2C12 statin	PGC1a acetyl inh	miR122 inh	PglD inh	Cneo AK release	FN deposition inh	CFTR F508del cor	GSIS activator
COc1ccc(-c2c[nH]c(=O)[nH]c2=O)cc1OC	4	-2	-1	3	1	-9	-1.4	3
C=CCSc1n[nH]c(-c2cccs2)n1	2	-4	·	-4	0	-3	-0.1	33
Fc1ccc(NC(=S)N2CCc3[nH]c4ccccc4c3C2)cc1	1	-6	30	-1	-6	4	-2.6	-35

# Additional records follow.
molecule	C2C12 statin	PGC1a acetyl inh	miR122 inh	PglD inh	Cneo AK release	FN deposition inh	CFTR F508del cor	GSIS activator
O=C(CC1C(=O)NCCN1C(=O)c1ccccc1)Nc1cc(Cl)ccc1Cl (stereo unspecified)	3	4	·	-7	4	-2	-0.2	10
O=C(CSc1nnc(-c2ccncc2)o1)Nc1ccccc1Cl	2	14	1	-3	1	·	·	·
O=C(COC(=O)C1C2CC3OC(=O)C1C3C2)Nc1cccc(Cl)c1 (stereo unspecified)	-11	·	·	-1	-7	2	-2.6	5
CN(C)c1ccc(-c2ccnc3c2CC(C)(C(=O)Nc2ccc(Cl)cc2)O3)cc1 (stereo unspecified)	5	·	-5	-2	2	1	-1.2	9
COC(=O)C(O)(CC(=O)c1ccc(OC)cc1)C(F)(F)F (stereo unspecified)	·	·	8	0	1	5	·	·
COC(=O)Cn1c(CN2CCOCC2)nc2c1c(=O)n(C)c(=O)n2C	3	10	-2	3	-1	-4	3.3	3
COc1ccccc1N(CC(=O)Nc1ccc(C(F)(F)F)cc1)S(C)(=O)=O	·	-9	·	·	·	1	0.6	-16
O=C1/C(=C\c2ccccc2)CCc2c1[nH]c1ccccc21	-19	24	33	2	1	9	·	·
Cc1cc(OCC(=O)N(C)Cc2ccccc2)ccc1Cl	13	·	·	-8	0	3	3.3	-33
CN(C)CC(=O)N1[C@@H]2c3ccc(-c4cccnc4)c(=O)n3C[C@H]1[C@H](CO)[C@H]2C(=O)NC1CCC1	-51	·	·	1	4	2	·	0
Cc1ccc(NC(=S)N2CCCC(c3nc4ccc(C)cc4[nH]3)C2)c(C)c1 (stereo unspecified)	-18	-2	-1	1	0	-5	·	·
C=CCNc1ncnc2c1ncn2[C@H]1CN(CCOC)C[C@@H](CO)O1	-6	·	-5	-1	1	-3	-4.0	5
COc1ccc(CCNC(=O)C2CC3Cn4c(nc5ccccc54)C3N2Cc2ccccc2)cc1 (stereo unspecified)	-9	-1	-6	-1	4	-9	0.8	-14
Cc1cc2c(c(Sc3ccccc3)n1)C(=O)OC2	3	-1	-4	-4	1	-3	·	·
CC(C)(C)C1CCC(=NOC(=O)c2ccc(F)cc2)CC1 (stereo unspecified)	·	5	·	·	·	-13	-0.2	-31
Nc1nnc(/C=C/c2cccc([N+](=O)[O-])c2)s1	-4	-12	-6	1	-2	4	-2.2	-1
C[C@@H]1CN([C@H](C)CO)C(=O)Cc2cc(NC(=O)Cn3cnnn3)ccc2O[C@@H]1CN(C)S(=O)(=O)c1ccc(F)cc1	19	-2	4[16.7 µM]	0	1	·	0.1	11
CCc1ccc(/C(C)=N/NC(=O)CNC(=O)/C=C/c2ccco2)cc1	10	3	5	3	-3	·	·	·
C[C@H](CO)N1C[C@H](C)[C@@H](CN(C)C(=O)CN2CCOCC2)Oc2ncc(C3=CCCC3)cc2C1=O	8	8	24[16.7 µM]	-2	-6	9	0.5	11
CCOC(=O)c1c(C)nn(-c2ccc(NC(=O)/C=C/C(=O)O)cc2)c1C	·	6	2	-4	-5	-2	3.9	·
O=C(Nc1cccc(Cl)c1)N[C@@H]1CC[C@H](CCNC(=O)C2CCC2)O[C@@H]1CO	1	-14	·	5	-2	·	0.8	-22
Cc1ccc(NC(=O)COc2cccc3ccccc23)c(O)c1	-17	-13	1	0	-1	3	1.6	26
O=C(CSc1n[nH]c(=O)[nH]c1=O)Nc1cccc(S(=O)(=O)N2CCOCC2)c1	·	6	·	·	·	-15	0.4	5
COc1cccc(/C=C2\SC(=O)NC2=O)c1OCc1ccc(C(=O)O)cc1	·	11	·	·	·	-9	-5.1	-8
Nc1ncc(Br)cc1S(=O)(=O)NCCC(=O)NCCc1ccccc1	-5	0	17	1	5	2	2.1	-21
Cc1noc(C)c1/C=N/Nc1ccccn1	·	1	·	·	·	6	-1.8	-3
O=C(C[C@@H]1C[C@H]2c3cc(NC(=O)NC4CCCC4)ccc3O[C@H]2[C@H](CO)O1)NCc1ccccn1	·	3	·	·	·	-8	-0.3	17
O=C(Nc1cc2c(cc1Cl)OCCO2)c1ccco1	12	·	10	-3	2	-14	·	·
O=C(O)C(c1ccccc1)N1C(=O)c2cccc3cccc(c23)C1=O (stereo unspecified)	-2	-1	-1	1	-1	-2	0.3	-12
